CCHFV vOTU inh – CCHFV vOTU protease inhibition. inhibition, % at 11.5 µM. 0.55% of 370,000 active. Pep-AMC fluorescence; further: 0% = vehicle wells with enzyme and 100% = no enzyme wells
FBA Mtb inh – inhibits M. tuberculosis FBA enzyme; P9WQA3; purified M. tuberculosis FBA, fluorescence read-out; inhibition, % at 1 µM; 2.3% of 360,000 active; in the data active means inhibition above about 27%;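 further: 0% = vehicle and 100% = reference inhibitor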
Target sequence (P9WQA3 whole entry, looked up): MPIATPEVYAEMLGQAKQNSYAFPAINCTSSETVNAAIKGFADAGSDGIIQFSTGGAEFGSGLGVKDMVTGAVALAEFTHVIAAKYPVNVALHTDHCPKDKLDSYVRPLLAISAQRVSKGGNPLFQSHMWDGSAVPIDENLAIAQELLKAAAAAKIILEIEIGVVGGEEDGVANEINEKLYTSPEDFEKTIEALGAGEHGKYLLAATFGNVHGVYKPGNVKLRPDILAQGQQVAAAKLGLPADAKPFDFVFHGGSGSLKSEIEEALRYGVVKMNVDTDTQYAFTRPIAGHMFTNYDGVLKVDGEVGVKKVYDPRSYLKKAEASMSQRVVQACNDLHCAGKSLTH
BoNT-F LC inh – inhibitors of Botulinum neurotoxin F light chain protease; Multiplex microsphere protease cleavage assay, flow cytometry; inhibition, % at 10 µM; 0.22% of 360,000 active; AID 588497; in the data active means inhibition above about 35%, passing the limit was not always enough; inconclusive means no clear call, values can overlap the other calls; further: plate controls were buffer without enzyme for full effect and enzyme alone for no effect
BoNT-A LC inh2 – inhibitors of Botulinum neurotoxin A light chain protease | inhibition, % at 10 µM | 0.17% of 360,000 active | AID 588499 | multiplex microsphere protease substrate cleavage, flow cytometry; in the data active means inhibition above about 30%; inconclusive means no clear call, values can overlap the other calls; further: plate controls were buffer without enzyme for full effect and enzyme alone for no effect
PrPC TRFRET – cell surface PrPC inhibition, primary TR-FRET screen; P04156; TR-FRET read-out; inhibition, % at 13.8 µM; 0.43% of 370,000 active; AID 720596; in the data active means inhibition above about 24%; further: 0% = median of the test wells and 100% = reference compound wells
UGM FP inh – Mtb UDP-galactopyranose mutase inhibition; P9WIQ1; purified UGM, fluorescence polarization probe displacement; inhibition, % at 10 µM; 0.06% of 320,000 active; in the data active means inhibition above about 10%, passing the limit was not always enough; inconclusive means no clear call, values can overlap the other calls
Target sequence (P9WIQ1 whole entry, looked up): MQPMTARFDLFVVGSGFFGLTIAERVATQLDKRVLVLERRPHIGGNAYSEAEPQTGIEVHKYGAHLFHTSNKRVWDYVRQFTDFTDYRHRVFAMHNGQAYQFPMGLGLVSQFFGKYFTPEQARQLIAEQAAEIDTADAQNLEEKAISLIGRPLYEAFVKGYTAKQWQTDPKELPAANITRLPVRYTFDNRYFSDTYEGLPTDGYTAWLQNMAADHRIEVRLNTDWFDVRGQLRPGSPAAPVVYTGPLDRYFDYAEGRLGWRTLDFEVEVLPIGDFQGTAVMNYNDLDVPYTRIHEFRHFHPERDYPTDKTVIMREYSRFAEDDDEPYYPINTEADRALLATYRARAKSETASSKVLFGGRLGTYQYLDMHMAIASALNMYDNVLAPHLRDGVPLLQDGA
Mtb BioA inh – blocks M. tuberculosis BioA enzyme activity. inhibition, % at 9.99 µM. purified M. tuberculosis BioA enzyme, plate reader. 0.096% of 360,000 active; in the data active means inhibition above about 40%; inconclusive means no clear call, values can overlap the other calls
GDH-TPI inh – GDH-TPI coupled enzyme inhibition counter-screen; GDH-TPI coupled enzyme counterscreen, NADH absorbance; inhibition, % at 4.8 µM; 1.2% of 360,000 active; AID 588335;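 further: 0% = DMSO wells and 100% = wells lacking the enzyme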
FadD28 binding – blocks FadD28 binding to the bisubstrate probe | AID 588549 | fluorescence polarization | inhibition, % at 12.5 µM | 0.22% of 360,000 active; in the data active means inhibition above about 8.5%, passing the limit was not always enough; inconclusive means no clear call, values can overlap the other calls
The depositor's hits bear a star; ? = inconclusive; / = no result given; + = active, no number; & = joins results of further samples. Unless noted, no stated cut-off is given here; in the data, active means inhibition above about 30%; inactive means the rest.

SMILES	CCHFV vOTU inh	FBA Mtb inh	BoNT-F LC inh	BoNT-A LC inh2	PrPC TRFRET	UGM FP inh	Mtb BioA inh	GDH-TPI inh	FadD28 binding
CCn1c(SCc2nc(-c3cccs3)no2)nnc1-c1c[nH]c2ccccc12	2	2	-5	0.0	2	-0.1	13	-7	-1.9
O=C(N/C=C/c1ccccc1)Nc1ccc(Cl)cc1	4	-1	-12	-0.8	-1	-1.4	/	-3	-3.1
Nc1ccc(S(=O)(=O)O)cn1	-11&0&-1	-2&1&3	5&-5&-5	-0.7&-1.4&0.0	3&-3&5	0.1&-0.1&0.3	-0.2&-3.4	5&-14&4	-2.5&-1.4&-1.5
CCOC(=O)c1ccc(NC(=S)NC(=O)c2cncc(Br)c2)cc1	16	-3	-4	-0.5	-1	-2.2	-0.9	-8	-1.0
COc1cc(OC)cc(C(=O)NC(=S)N2C[C@H]3C[C@H](C2)c2cccc(=O)n2C3)c1	-1	1	6	-0.4	2	1.6	-0.9	10	-0.6
S=C(Nc1ccc(Br)cc1)N1CCN(c2ccccn2)CC1	-11	1	?	-5.2	4	3.4	0.2	-1	-3.6
COCCNc1nnc(Cc2ccccc2)c(=O)[nH]1	4	-1	10	-1.3	5	-4.0	-1.2	1	1.4
CCOC(=O)[C@]12CCC=C1N(Cc1ccc(Cl)cc1Cl)C(=O)[C@H](CC(=O)N1CCCCC1)C2	13	/	3	-0.1	14	/	/	/	/
COC(=O)[C@@H]1CCCN1Cc1c(C(=O)N2CCOCC2)nc2c(C)cccn12	-10	0	-4	-1.1	3	4.2	/	-5	-3.2
COc1ccc(/C=N/NC(=O)c2nnn(-c3nonc3N)c2-c2cccs2)c(OC)c1	18	-1	7	0.3	0	1.6	-2.0	46*	-3.9
Cc1ccc2c(C)c(C(=O)N(Cc3ccc(F)cc3)C3CCS(=O)(=O)C3)oc2c1 (configuration not stated)	12	0	3	-1.5	-3	-0.8	-0.7	7	-0.4
Cc1ccccc1S(=O)(=O)Cc1ccc(C(=O)N2CCN(c3ccc(F)cc3)CC2)o1	5	2	1	0.1	0	0.3	/	-10	-2.3
COc1cc(/C=C2\SC(=N)N(c3ccc4c(c3)OCO4)C2=O)cc(OC)c1O	-1	-1	-1	0.8	-7	-1.1	8.6	14	-0.3
N#Cc1cc2c(nc1SC1CC(=O)N(c3ccccc3)C1=O)CCC2 (configuration not stated)	/	3	-15	-1.2	/	0.3	/	3	-1.9
Cc1ccc(CCNC(=O)C2CC(=O)N(C3CCCCC3)C2)cc1 (configuration not stated)	3	1	7	0.3	0	3.4	-0.9	2	-0.1
O=C(NCCC(=O)N1CCN(S(=O)(=O)c2ccc(Cl)cc2)CC1)Nc1ccccc1	5	-1	6	-0.3	0	/	0.9	-7	-2.0
CN1CCC2(CC1)C(C#N)=C(N)NC(S)=C2C#N	0&17	-2&3	-36&-60	2.1&4.6	-3&1	0.3&0.4	-5.4	8&14	0.1&0.2
CC(=O)O[C@H]1C2OC(=O)C(C)=C2[C@@H]2OC(=O)[C@]3(CCC4OC41C)OC23 (some centres not stated)	/	-4	-13	0.1	/	-0.9	-1.2	-7	-2.4
O=C(c1ccc(=O)oc1)N1CCCc2ccccc21	1	4	-9	0.2	-6	-1.7	-1.8	11	-1.2
O=C1CCCc2ccccc2N1	-1	1	-2	-0.1	6	-0.2	/	2	-1.6
CCN(CC)C(=O)c1ccc(S(=O)(=O)c2ccccc2)cc1	-13	-1	43*	1.2	3	-2.5	-1.8	-3	0.7
O=C(NNC(=O)C12CC3CC(CC(C3)C1)C2)c1csc(N2CCOCC2)n1	-8	1	-6	-4.4	3	0.2	-1.2	7	-3.6
CSc1nc2ncc(C(=O)O)c(N)n2n1	4	10	-3	-0.3	-2	-0.6	0.7	3	-1.3
Cc1ccnc(NCc2cc(Cl)ccc2O)c1	-5	2	-4	-0.3	5	/	0.9	6	-3.0
COc1ccc(Cc2nnc(NC(=O)C3CC(=O)N(CCc4ccc(F)cc4)C3)s2)cc1OC (configuration not stated)	-3	0	-4	0.0	3	-3.1	-0.5	5	-3.6
CCCCNS(=O)(=O)c1ccc2nc(-c3cccnc3)cc(C(=O)NC(C)CC)c2c1 (configuration not stated)	-6	2	-13	0.5	1	-0.6	0.6	-7	-0.6
O=C(Nc1ccccc1O)c1cc2cc(Br)ccc2oc1=O	-6	5	-6	-2.7	-5	-1.3	-0.8	3	0.0
CCCn1c(C(C)NC(=O)c2ccccc2)n[nH]c1=S (configuration not stated)	-4	-5	?	?	2	-0.6	/	-12	-4.8
Cc1ccccc1-c1nc(CN2CCC(C(=O)NCCN3CCOCC3)CC2)c(C)o1	-14	3	-2	-1.1	-2	-3.2	/	-6	-0.4
COc1ccc2c(c1)c1ncn(Cc3ccco3)c(=O)c1n2C	-100	129*	-2	0.0	7	1.6	/	2	-2.5
Cc1cccc(CCNS(=O)(=O)c2ccc3c(c2)NC(=O)CS3)c1	-6	-2	0	-1.3	-2	-0.4	4.5	7	-2.0
O=C(N1CCCCC1)C1(S(=O)(=O)c2ccccc2)CC=CC1	-6	-2	2	-0.4	3	1.0	1.2	15	-1.8
Cc1cc(OC(=O)C2CC2)c([N+](=O)[O-])c(=O)[nH]1	6	0	-5	-0.8	8	-0.9	/	0	0.3
CCN(CC)S(=O)(=O)c1cccc(C(=O)NN2Cc3ccccc3C2=N)c1	5	0	5	0.0	-1	2.9	/	9	-1.5
CCCc1nnc(NC(=O)CSc2ncn[nH]2)s1	1	1	1	0.1	3	-3.1	-0.3	1	-1.2
C=CCC(C(=O)Oc1c(C(C)(C)C)cc(C)cc1C(C)(C)C)c1ccccc1 (configuration not stated)	5	-1	1	0.3	-4	5.0	-3.3	4	-3.2
CS(=O)(=O)N(CC(=O)N1CCN(c2ccccc2F)CC1)c1cc(C(F)(F)F)ccc1Cl	/	0	-1	-0.6	/	5.1	-0.3	4	0.8
Cc1nc(C(F)(F)F)ccc1C(=O)Nc1ccc2ccccc2n1	2	0	-5	-2.1	1	-3.2	-1.5	9	-1.4
CC(C)OC(=O)C1C(=O)CC(C)(O)C(C(=O)OC(C)C)C1c1ccc([N+](=O)[O-])cc1 (configuration not stated)	-2	-2	-1	-0.2	-3	-0.2	/	7	-2.6
C=CCn1c(O)c(C(C)=NC2CC2)c(=O)[nH]c1=O	4	-1	5	0.0	-1	-3.1	-1.4	2	-1.7
O=C(NCc1cccs1)c1cc2c(s1)CS(=O)(=O)C2	6	0	-11	-0.5	2	-1.4	/	2	-6.4
O=S(=O)(c1ccccc1)c1nc(Nc2ccccc2N2CCOCC2)sc1Cl	-7	-6	-2	-1.3	-3	-2.8	-0.1	4	-3.1
COc1ccc(NC(=S)N(CCN(C)C)C(C)c2ccco2)cc1 (configuration not stated)	-7	0	-5	-0.9	-4	0.5	0.1	5	-0.9
Cn1cncc1C#Cc1ccc2cc(C3(O)CCCCC3)oc(=O)c2c1	5	4	1	-0.4	0	2.9	5.6	7	2.5
CN(CC(=O)Nc1ccc(F)cc1)C(=O)CSc1nccn1C	3	1	0	2.1	2	3.4	/	-12	-0.9
COc1cccc(OC)c1C(=O)Nc1ccc2c(c1)n(C)c(=O)n2C	-8	0	20	0.4	1	1.3	0.0	3	-1.6
Cc1ccc(C(=O)N2CCCC(c3ccc(Cl)cc3)=N2)cc1	3	-9	-5	-0.3	-6	1.2	/	-10	-3.7
Cc1nc2nc3c(cn2n1)C(=O)CCC3	8	0	-3	-2.4	-3	1.1	-0.6	-3	-3.6
C=CCn1c(-c2cccs2)nc2nc3ccccc3nc21	-214	+	-1	6.3	-31	1.2	3.3	25	-2.2
CCCCC(=O)NC(NC(=O)CCCC)c1ccc(OCCC)c(OC)c1	-9	2	12	1.4	9	-2.9	-3.0	3	-1.8
CCn1c2ccc(C)cc2c2nnc(SCCN3CCOCC3)nc21	-4	-3	-5	-0.5	-6	2.9	/	27	-1.0
COc1ccccc1N1CCN(C(=O)c2oc3cc(C)c(C)cc3c2C)CC1	1	1	?	0.3	5	/	-0.4	2	0.6
Cc1cc2cc(C)c3nnc(SCc4ccccn4)n3c2cc1C	2	6	-1	0.5	-2	3.2	/	-4	-0.8
COC(=O)c1nc(N)sc1-c1ccc(Cl)c(Cl)c1	4	6	-2	-0.1	-1	-1.0	4.4	-15	-4.6
Nc1ccc(Oc2ccc(N)c([N+](=O)[O-])c2)cc1[N+](=O)[O-]	14	-7	-9	-0.5	-61	/	-0.1	7	-13
CC(C)C[C@H](NC(=O)NC(C)C)C(=O)O	-8	0	-4	-0.1	-8	-1.3	0.7	3	-2.9
CCOc1ccc(NC(=O)C2CC(=O)N(c3cc(C)cc(C)c3)C2)cc1 (configuration not stated)	-9	1	3	-0.3	-7	6.0	-0.3	5	-1.1
Cc1ccc(C)c(N2CCN(C(=O)CCCCCn3c(=S)[nH]c4ccc(N5CCOCC5)cc4c3=O)CC2)c1	1	4	-3	3.7	14	-0.1	-2.5	25	-3.1
CCOC(=O)c1cc2c(ccn2C)n1CC(=O)N1CCN(c2ccc(F)cc2)CC1	13	2	-10	0.0	0	1.9	/	-3	-1.1
COc1ccc(NC(=O)N2CCCC2C(=O)Nc2ccccc2F)cc1 (configuration not stated)	-10	5	0	-0.8	-7	1.0	1.7	5	-1.0

Single records, as listed above. Screens in order: CCHFV vOTU inh | FBA Mtb inh | BoNT-F LC inh | BoNT-A LC inh2 | PrPC TRFRET | UGM FP inh | Mtb BioA inh | GDH-TPI inh | FadD28 binding
Entry for Cc1nc2nc3c(cn2n1)C(=O)CCC3 = 8 | 0 | -3 | -2.4 | -3 | 1.1 | -0.6 | -3 | -3.6
Entry for COc1ccc(NC(=O)N2CCCC2C(=O)Nc2ccccc2F)cc1 (configuration not stated) = -10 | 5 | 0 | -0.8 | -7 | 1.0 | 1.7 | 5 | -1.0

(listing goes on)
SMILES	CCHFV vOTU inh	FBA Mtb inh	BoNT-F LC inh	BoNT-A LC inh2	PrPC TRFRET	UGM FP inh	Mtb BioA inh	GDH-TPI inh	FadD28 binding
CC1=C(C(=O)N2CCOCC2)CC(CC(=O)NCc2cccs2)C(=O)N1CCC1=CCCCC1 (configuration not stated)	-4	1	-8	-1.1	2	/	0.3	5	-0.1
Cc1ccc2c(Cl)cc(Cl)c(OCC(=O)Nc3cc(S(=O)(=O)N(C)C)ccc3C)c2n1	-7	1	-4	0.1	-1	-0.3	/	-1	-0.3
N#Cc1ccccc1S(=O)(=O)N1CCN(C(=O)C2CCCC2)CC1	-4	1	6	0.1	4	-4.4	-0.3	9	-1.0
CCOC(=O)N1CCN(C(=O)c2ccc(NS(=O)(=O)c3ccc(C)cc3)cc2)CC1	-7	-1	11	2.9	9	2.2	0.2	-10	-3.4

5 compounds out of the list, ordered by molar mass, highest first:
SMILES	CCHFV vOTU inh	FBA Mtb inh	BoNT-F LC inh	BoNT-A LC inh2	PrPC TRFRET	UGM FP inh	Mtb BioA inh	GDH-TPI inh	FadD28 binding
CC1=C(C(=O)N2CCOCC2)CC(CC(=O)NCc2cccs2)C(=O)N1CCC1=CCCCC1 (configuration not stated)	-4	1	-8	-1.1	2	/	0.3	5	-0.1
Cc1ccc2c(Cl)cc(Cl)c(OCC(=O)Nc3cc(S(=O)(=O)N(C)C)ccc3C)c2n1	-7	1	-4	0.1	-1	-0.3	/	-1	-0.3
CCOC(=O)N1CCN(C(=O)c2ccc(NS(=O)(=O)c3ccc(C)cc3)cc2)CC1	-7	-1	11	2.9	9	2.2	0.2	-10	-3.4
CCOc1ccc(NC(=O)C2CC(=O)N(c3cc(C)cc(C)c3)C2)cc1 (configuration not stated)	-9	1	3	-0.3	-7	6.0	-0.3	5	-1.1
N#Cc1ccccc1S(=O)(=O)N1CCN(C(=O)C2CCCC2)CC1	-4	1	6	0.1	4	-4.4	-0.3	9	-1.0

Screening data: PubChem BioAssay, several laboratories
